PAFAH2 FP inh: PAFAH2 enzyme inhibitors, primary screen, biochemical, fluorescence polarization, human; inhibition, % at 3.39 µM; recombinant PAFAH2, FP-rhodamine activity probe; Platelet-activating factor acetylhydrolase 2, cytoplasmic (Homo sapiens), Q99487; AID 492956, 2010; 0.99% of 340,000 active;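 active means inhibition above the mean over all tested compounds plus 3 SD, cut at about 30% in these data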;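 further: inhibitors block probe labeling of enzyme so polarization drops; 0% = enzyme with DMSO and 100% = wells lacking PAFAH2 protein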
PAFAH1B3 inh: PAFAH1B3 enzyme inhibitors, primary screen, biochemical, fluorescence polarization, human. Platelet-activating factor acetylhydrolase IB subunit alpha1 (Homo sapiens), Q15102. recombinant PAFAH1B3, FP-rhodamine probe. inhibition, % at 3.39 µM. 0.28% of 340,000 active;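 active means inhibition above the screen-wide average of all tested compounds plus 3 SD, cut at about 25% in these data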;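 further: 0% = enzyme with DMSO only and 100% = wells lacking PAFAH1B3 protein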
Target sequence (Q15102 whole entry, looked up): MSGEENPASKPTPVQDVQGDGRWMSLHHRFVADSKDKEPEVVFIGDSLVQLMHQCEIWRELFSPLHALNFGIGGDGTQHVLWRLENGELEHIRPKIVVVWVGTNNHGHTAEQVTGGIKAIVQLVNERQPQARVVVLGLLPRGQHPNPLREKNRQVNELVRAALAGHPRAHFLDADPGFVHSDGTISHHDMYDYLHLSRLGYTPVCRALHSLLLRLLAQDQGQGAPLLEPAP
GSTO1 inh: inhibitors of recombinant GSTO1, primary screen, counter-screen for RBBP9 inhibitor project, biochemical, fluorescence polarization. Glutathione S-transferase omega-1 (Homo sapiens), P78417. activity-based probe fluorescence polarization. inhibition, % at 5.96 µM. 1.1% of 300,000 active. AID 1974, 2009;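 active means inhibition above the campaign mean inhibition plus 3 SD, cut at about 35% in these data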;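 further: 0% = GSTO1-1 with DMSO and 100% = wells lacking GSTO1-1 enzyme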
Target sequence (P78417 whole entry, looked up): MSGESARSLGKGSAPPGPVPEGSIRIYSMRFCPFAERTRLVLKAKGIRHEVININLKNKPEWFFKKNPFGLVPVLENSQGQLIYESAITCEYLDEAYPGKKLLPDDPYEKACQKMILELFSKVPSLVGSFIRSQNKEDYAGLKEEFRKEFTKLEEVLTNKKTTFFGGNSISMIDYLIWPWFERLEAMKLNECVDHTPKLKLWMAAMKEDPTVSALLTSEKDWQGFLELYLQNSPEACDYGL
LYPLA2 counter: LYPLA2 inhibitors, primary screen, counter-screen for PME1 inhibitor project, biochemical, fluorescence polarization, FP-Rh probe ABPP. recombinant LYPLA2. inhibition, % at 5.9 µM. 0.38% of 320,000 active;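 active means inhibition above the screen-wide mean plus 3 SD, limit set per campaign, cut at about 26% in these data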;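 further: 0% = LYPLA2 with DMSO and 100% = wells lacking LYPLA2 enzyme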
LYPLA1 inh: LYPLA1 inhibitors, primary screen, counter-screen for PME1 inhibitor project, biochemical, fluorescence polarization, FP-Rh probe ABPP; recombinant LYPLA1; inhibition, % at 5.9 µM; 0.16% of 320,000 active; AID 2174, 2009;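 active means inhibition above the mean of all tested compounds plus 3 SD, set per campaign, cut at about 14% in these data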;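 further: inhibitors block serine hydrolase probe labeling of LYPLA1 so polarization falls; 0% = enzyme with DMSO and 100% = wells lacking LYPLA1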
pPAFAH inh: pPAFAH enzyme inhibitors, primary screen, biochemical, fluorescence polarization, human; recombinant pPAFAH, FP-rhodamine probe fluorescence polarization; AID 463082, 2010; 1.5% of 330,000 active; Platelet-activating factor acetylhydrolase (Homo sapiens), Q13093; inhibition, % at 3.39 µM;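 active means inhibition above the mean inhibition across the screen plus 3 SD, cut at about 25% in these data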;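 further: inhibitors block binding of the rhodamine activity-based probe so polarization drops; 0% = enzyme with DMSO and 100% = wells lacking pPAFAH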
PAFAH1B2 inh: PAFAH1B2 enzyme inhibitors, primary screen, biochemical, fluorescence polarization, human; inhibition, % at 3.39 µM; Platelet-activating factor acetylhydrolase IB subunit alpha2 (Homo sapiens), P68402; AID 492953, 2010; recombinant PAFAH1B2, FP-rhodamine activity probe; 1.2% of 340,000 active;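 active means inhibition above the mean of all tested compounds plus 3 SD, cut at about 24% in these data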;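 further: 0% = enzyme with DMSO and 100% = wells lacking PAFAH1B2; many of its hits are not listed in these tables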
PME-1 inh: PME-1 inhibitors via competitive probe labeling, primary screen, biochemical, fluorescence polarization, FP-Rh probe, HTS; recombinant PME-1; Protein phosphatase methylesterase 1 (Homo sapiens), Q9Y570; 0.53% of 320,000 active; inhibition, % at 5.9 µM;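 active means inhibition above the campaign mean of all compounds plus 3 SD, cut at about 26% in these data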;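 further: competitive labeling of PME-1 active site by serine hydrolase directed probe; 0% = PME-1 with DMSO and 100% = wells lacking PME-1 enzyme; inhibitors block probe labeling so polarization falls and inhibition rises; many of its hits are not listed in these tables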
Target sequence (Q9Y570 whole entry, looked up): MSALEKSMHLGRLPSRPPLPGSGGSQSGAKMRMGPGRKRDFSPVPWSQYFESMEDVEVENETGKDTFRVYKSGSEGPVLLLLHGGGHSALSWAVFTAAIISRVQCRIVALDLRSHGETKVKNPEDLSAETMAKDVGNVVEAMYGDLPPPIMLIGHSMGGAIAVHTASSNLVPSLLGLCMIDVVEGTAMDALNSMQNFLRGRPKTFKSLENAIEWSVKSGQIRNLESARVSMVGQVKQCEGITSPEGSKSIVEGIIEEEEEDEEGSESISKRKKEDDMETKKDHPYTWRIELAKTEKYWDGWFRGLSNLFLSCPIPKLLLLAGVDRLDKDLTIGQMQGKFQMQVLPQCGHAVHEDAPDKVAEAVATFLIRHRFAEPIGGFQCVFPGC
PAD4 inh: human PAD4 inhibitors, primary screen, biochemical, fluorescence polarization, 1536-well format; recombinant PAD4, RCA probe fluorescence polarization; AID 485272, 2010; Protein-arginine deiminase type-4 (Homo sapiens), Q9UM07; inhibition, % at 6.36 µM; 0.41% of 330,000 active;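 active means percent inhibition above a cutoff equal to the mean of all tested compounds plus 3 SD, cut at about 15% in these data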;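 further: 0% = PAD4 with RCA probe and DMSO and 100% = probe without PAD4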
The depositor's hits bear a star; nt = no result given; & = joins results of further samples. This is a subset, so the mix of outcomes need not match the whole.

SMILES	PAFAH2 FP inh	PAFAH1B3 inh	GSTO1 inh	LYPLA2 counter	LYPLA1 inh	pPAFAH inh	PAFAH1B2 inh	PME-1 inh	PAD4 inh
O=C(CN1C(=O)c2ccccc2C1=O)NC1CCCCC1	-2	6	-1	1	-1	-3	0	4	0
COC(=O)NNC(=O)c1ccccc1C	-1	2	2	1	1	3	-2	0	1
O=C(OC(C(=O)NCC1CCCO1)c1ccc(F)cc1)c1cccs1 (stereo not given)	-5	7	6	-3	2	-2	3	-10	-4
COc1cccc(CN2CCN(c3nc4nonc4nc3NC3CC3)CC2)c1	5	9	1	-2	0	1	0	2	0
O=C(COC(=O)/C=C/c1ccc(Cl)cc1)Nc1ccccc1	73*	8	7	-4	0	3	2	-6	-5
CCC(=O)Nc1cc2c(cc1C(=O)CC)OCCO2	12	2	7	8	4	5	8	2	3
NC(=O)C1CCN(C(=S)NCCc2ccccc2)CC1	6	3	11	6	4	0	0	2	-4
O=C(COC(=O)c1cc(S(=O)(=O)N2CCOCC2)ccc1O)Nc1cc(S(=O)(=O)N2CCCC2)ccc1Cl	77*	8	-1	3	-1	-2	8	12	-7
Cc1ccc2cc3cc(C(=O)N4CCCCC4C)oc3nc2c1 (stereo not given)	1	1	5	-7	-2	-2	1	-1	-1
O=C(COC(=O)C1=COCCO1)NCc1ccc(Cl)cc1	26	0	-4	-1	3	1	2	0	-5
CC1CCC(C(C)C)C(OP(=O)(c2ccccc2)C(O)c2ccncc2)C1 (stereo not given)	-3	-1	1	6	2	7	17	2	-2
C=CCc1ccccc1OCC(O)CN1CCN(C(=O)OCC)CC1 (stereo not given)	2	5	6	7	0	6	-4	2	-8
COc1ccc2c(c1)O[C@H](c1ccc3c(c1)OCO3)[C@@H](OC(=O)N[C@H](C)C1CCCCC1)C2=O	nt	nt	-4	-2	-3	4	nt	0	-2
COc1ccccc1C(=O)C1CCCN(C(=O)c2ccco2)C1 (stereo not given)	1	1	8	5	2	2	4	1	7
COC(=O)c1[nH]c2c(c1C)C(=O)CCC2	5	9	-2	2	-1	-9	0	0	-4
COc1ccc(-n2c(-c3ccc(Br)cc3)c[n+]3c2CCC3)cc1	-1	6	7	2	1	-1	5	5	0
CCOC(=O)c1c(C)c(C(=O)NCc2ccco2)c(C)n1CC	2	-4	-4	-4	-5	3	5	-2	-3
CC(C)CN1C(=O)C(=O)N(CC(=O)N2CCC(Cc3ccccc3)CC2)C1=O	-7	10	14	4	-1	6	12	0	-1
CC1(c2nnc(Cc3ccccc3)o2)CC(c2ccccc2)=NO1 (stereo not given)	8	2	4	5	-3	5	2	-1	-2
S=c1nc[nH]c2nc[nH]c12	3&1	-4&-2	12&-2	6&3	0&0	-2&1	-4&0	-2&-2	0&-1
Cc1ccc(C(=O)NCCn2cc(SCC(=O)Nc3nnc(C)s3)c3ccccc32)cc1	-5	10	-1	0	1	9	7	6	1
O=C(c1cccs1)N1CCC(Cc2ccccc2)CC1	4	-1	0	0	0	11	3	-8	2
CCc1nc2ccc(C)cc2c(C(=O)NC2CCCCC2C)c1C (stereo not given)	1	12	6	2	0	1	0	3	-4
COCCCNC(=O)c1cc2cc([N+](=O)[O-])cc(OC)c2oc1=O	0	0	-2	-1	0	-8	3	-6	-4
CCN1CCN(C(=O)CN(c2ccc(F)c(Cl)c2)S(C)(=O)=O)CC1	-5	5	1	-3	4	5	2	4	-4
COc1ccc(S(=O)(=O)NCCC(=O)Nc2ccc(C)cc2)cc1	-1	1	7	5	1	4	9	-2	1
COc1ccc(OC)c(/C(O)=C/C(=O)C(=O)Nc2cc(C)cc(C)c2)c1	16	5	3	-2	-4	2	5	2	-2
CCOC(=O)N1CCN(C(=O)c2ccc(OC(C)=O)cc2)CC1	-8	4	4	-9	0	8	-1	-6	0
CCOC(=O)C1=C(C)NC(C)=C(C(=O)OCC)C1C(=O)OCC(=O)N1CCc2ccccc21	-9	5	4	6	0	1	-3	-5	-1
O=C(NCCNC(=O)c1ccc(Br)o1)c1cccnc1	0	-1	0	2	1	0	2	-2	-4
COc1ccccc1-c1c(C)oc2c(CN3CCOCC3)c(O)ccc2c1=O	-4	1	-1	-3	-3	7	3	-6	-3
O=c1cc(-c2ccccc2F)oc2ccccc12	-7	7	-2	-3	-6	8	-2	-2	3
Cc1cnc(C(=O)Nc2ccc(S(=O)(=O)NCC(C)C)cc2)cn1	6	2	-6	1	0	4	5	2	-1
CCOC(=O)c1c(C)[nH]c(C)c1C(=O)COC(=O)c1ccc(S(=O)(=O)C(F)F)cc1	5	2	nt	-4	-3	4	-2	0	-1
COCC1CCCN(C(=O)c2cc(COc3cccc4cccnc34)on2)C1 (stereo not given)	-1	8	0	2	3	10	-3	5	0
Cc1cccc(C(=O)Nc2nnc(-c3ccco3)o2)c1	4	5	-28	6	4	-1	4	0	-1
O=C(/C=C/c1cccs1)N1CCc2ccccc21	-3	14	-2	0	-3	-6	2	-6	-2
NC(=O)c1ccsc1NC(=O)COC(=O)COc1ccccc1F	4	9	-2	-2	0	5	-3	-2	3
Cc1ccc(N2C(=O)C3ON(c4ccccc4)C(c4ccncc4)C3C2=O)cc1 (stereo not given)	-1	3	-1	7	3	1	9	6	0
Nc1cccc(S(=O)(=O)Nc2ccc(SC(F)F)cc2)c1	1	6	17	2	0	27*	2	4	-1
COc1ccccc1CCC(=O)OCC(=O)Nc1c(Br)cc(C)cc1Br	9	-9	10	-1	1	18	-1	4	4
CC1CC(C)CN(CCCNC(=O)c2ccc3c(c2)NC(=O)CS3)C1 (stereo not given)	1	2	8	3	0	0	3	0	6
CC1CCCCC1NC(=O)CN1CCN(S(=O)(=O)c2ccc(Br)s2)CC1 (stereo not given)	8	6	nt	0	-4	1	20	9	0
CCCCNC(=O)Nc1cnn(CC)c1C(N)=O	-6	8	7	2	-2	2	4	1	-5
N#CC(C(=O)NC1CC1)c1nc2ccccc2nc1N1CCCC1 (stereo not given)	15	6	-9	7	3	5	1	10	1
O=C(Nc1ncccc1Cl)c1cc2ccccc2o1	-6	4	0	-1	0	-2	4	-5	-8
O=C(O)c1cc(NS(=O)(=O)c2ccc3ccccc3c2)ccc1O	21	5	6	-5	-3	3	48*	-2	-1
CSc1nc(Sc2ccccc2)c2ccccc2n1	2	2	-10	-4	0	7	-2	3	-4
O=C(Nc1cccnc1)c1cc(F)c(F)cc1Cl	10	3	9	6	1	2	1	-4	-1
Cn1c(CN2CCOCC2)nc2cc(NC(=O)c3ccccc3Cl)ccc21	-7	-7	3	0	0	-1	-1	0	4
Cc1c(CN2CCC(CO)(Cc3ccccc3)CC2)c2ccccc2n1C	6	3	-3	9	1	4	3	-4	-3
O=C(O)CC1c2ccccc2S(=O)(=O)N1Cc1ccccc1 (stereo not given)	-2	5	-1	1	-1	3	-2	-2	1
FC(F)C(F)(F)C1=CC(c2ccccc2)=NCCN1	2	-4	11	3	2	3	-1	-2	-3
Cc1nc2c(F)c(F)c(C(F)(F)F)c(F)c2[nH]1	4	8	-1	-2	-4	-1	4	0	-4
COc1ccc(NC(=O)COc2ccccc2C(=O)NCC(c2ccccc2)N(C)C)cc1Cl (stereo not given)	-3	2	-3	-3	-2	2	4	-4	-3
CCSc1nnc(NC(=O)Cc2ccc(OC)c(OC)c2)s1	2	8	-1	5	1	5	2	5	-4
C=C1CCC[C@]2(C)C[C@H]3OC(=O)C(CNC(C)CCCC(C)C)[C@H]3CC12 (stereo not given in full)	8	1	-3	3	0	-3	15	-3	3
O=C(CSc1nnc2sc3ccccc3n12)c1ccco1	5	4	1	1	-1	7	1	-2	6
CCC1=C(OC(=O)N(CC)CC)N2C(=O)OC(=NCC(=O)OC)[C@]2(C)[C@H]2C1=CC[C@H]1C(=O)N(CC(=O)OC)C(=O)[C@H]12	2	1	-1	-2	0	-4	3	1	-3
CN(CC(O)CON=C1c2ccccc2-c2ccccc21)S(=O)(=O)c1ccc(Br)cc1 (stereo not given)	-27	-36	-1	-45	-24	-23	-21	-33	-3

Following part.
SMILES	PAFAH2 FP inh	PAFAH1B3 inh	GSTO1 inh	LYPLA2 counter	LYPLA1 inh	pPAFAH inh	PAFAH1B2 inh	PME-1 inh	PAD4 inh
O=C(Nc1nsc(-c2ccccc2)n1)c1ccncc1	2	7	3	-3	-1	2	-2	-2	-2
Cc1oc(-c2ccccc2Cl)nc1CS(=O)CC(=O)NCCc1ccccc1 (stereo not given)	6	4	5	3	4	6	-1	-13	-4
Cc1cccc(C(=O)OCC(=O)Nc2ccc(F)cc2)c1	84*	8	10	0	-2	14	3	-1	2
CCOC(=O)CN(C(=O)CN1CCC(n2nnc3cc(C)ccc32)CC1)c1ccccc1	-2	-1	9	-3	-1	-6	3	2	3
CCOC(=O)Cn1c(=O)sc2ccccc21	-3	12	2	8	-1	14	0	4	3
Cc1c(C(=O)C(=O)NCCc2ccc(S(N)(=O)=O)cc2)c2ccccc2n1C	5	-3	6	3	0	1	-1	0	-3
Cc1ccc(NC(=O)c2nc[nH]c2C(=O)N2CCC(C)CC2)cc1	0	-4	4	6	5	-1	1	1	-1
Cc1cc2c(OCC(O)CN3CCCCC3)cccc2[nH]1 (stereo not given)	5	-5	-4	11	5	2	3	0	-1
Cc1ccc(CNc2oc(C)nc2C#N)cc1	-1	1	5	5	1	-3	9	1	-3
CCCCSc1nc(C)nc2c1c(=O)n(C)c(=O)n2C	6	0	7	-3	-5	5	0	-2	3
COCC1CCCN(C(=O)c2ccc3oc(Cc4ccc(Cl)cc4)nc3c2)C1 (stereo not given)	10	13	-6	0	0	2	3	13	5
COC(=O)c1cccc2nc3c(C(C)O)cccc3nc12 (stereo not given)	1	6	7	0	0	0	1	1	-6
CN(c1ccccc1)S(=O)(=O)c1cccc(NC(=O)COc2cccc([N+](=O)[O-])c2)c1	5	0	nt	-12	-16	5	5	10	-2
Nc1ncnc2c1nc(Br)n2[C@@H]1O[C@@H]2COP(=O)(O)O[C@H]2[C@H]1O	3	-6	-1	4	1	3	-2	10	1
CC(=O)c1cn(CC(=O)Nc2ccccc2F)c2ccccc12	2	7	-2	-11	-3	1	-1	-2	-3
CCOc1ccc(NC(=O)c2sc3nc4n(c(=O)c3c2C)CCC4)cc1	1	8	-3	3	-1	1	-3	-7	1
COc1ccc(CCN2CC(C(=O)OCC(=O)N(C)Cc3ccccc3)CC2=O)cc1OC (stereo not given)	-6	7	nt	6	-3	3	1	0	-4
Cc1cc(C)c[n+](-c2nc3ccccc3nc2C(=C=[N-])C#N)c1	2&-3	9&4	45*	-2&1	3&0	2&2	-2&3	7&2	1&-9

Bioassay records (PubChem)
